High-throughput results from PubChem BioAssay.
EPAC2 antag = EPAC2 (human) antagonism; hit rate 0.18% among 360,000; EPAC2 GEF exchange of Rap1B-BODIPY-GDP, fluorescence; Potency, µM (highest dose often 114 µM), without a hit: at the top dose activity, negative = inhibition, actives largely listed as inhibitors; further: on the % scale 0 is the no-effect control and ±100 the full control effect; nearly all actives have a fitted effect of over 45% in size; many of its hits are not listed in these tables
Target sequence (Q8WZA2 whole entry, looked up): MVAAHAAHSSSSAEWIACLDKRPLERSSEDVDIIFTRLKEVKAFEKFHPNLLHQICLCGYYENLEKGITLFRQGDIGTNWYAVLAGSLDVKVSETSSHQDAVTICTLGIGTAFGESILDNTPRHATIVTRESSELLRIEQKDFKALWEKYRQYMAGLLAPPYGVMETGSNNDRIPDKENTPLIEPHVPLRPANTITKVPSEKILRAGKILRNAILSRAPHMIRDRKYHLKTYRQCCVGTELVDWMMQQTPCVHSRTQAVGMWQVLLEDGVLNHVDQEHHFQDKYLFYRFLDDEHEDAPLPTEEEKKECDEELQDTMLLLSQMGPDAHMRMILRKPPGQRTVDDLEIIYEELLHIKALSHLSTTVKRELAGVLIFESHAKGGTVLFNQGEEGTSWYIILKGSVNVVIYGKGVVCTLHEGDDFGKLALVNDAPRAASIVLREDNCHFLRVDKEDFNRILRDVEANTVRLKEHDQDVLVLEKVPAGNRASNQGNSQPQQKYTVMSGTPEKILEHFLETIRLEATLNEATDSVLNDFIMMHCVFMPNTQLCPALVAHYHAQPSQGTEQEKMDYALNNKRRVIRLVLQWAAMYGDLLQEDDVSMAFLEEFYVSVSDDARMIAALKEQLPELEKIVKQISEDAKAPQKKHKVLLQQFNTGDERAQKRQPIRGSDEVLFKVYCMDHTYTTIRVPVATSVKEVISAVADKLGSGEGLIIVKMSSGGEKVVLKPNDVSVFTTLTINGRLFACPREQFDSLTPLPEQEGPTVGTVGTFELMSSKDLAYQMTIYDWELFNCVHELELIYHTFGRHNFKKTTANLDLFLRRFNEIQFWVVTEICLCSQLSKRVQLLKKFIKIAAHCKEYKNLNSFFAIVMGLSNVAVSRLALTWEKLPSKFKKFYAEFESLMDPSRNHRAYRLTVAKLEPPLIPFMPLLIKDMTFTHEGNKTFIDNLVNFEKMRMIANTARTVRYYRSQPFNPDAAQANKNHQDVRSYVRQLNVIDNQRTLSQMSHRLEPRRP
A549 tox = kills or reduces viability of A549 cells in Nrf2 counter-screen; A549 ARE-Fluc cells, CellTiter-Fluor viability, 18-24 h; Potency, µM (titrated, usually from 46 µM), for the others: top-dose activity change, negative = cytotoxicity, usual class: inhibitors; hit rate 0.16% among 390,000; AID 504648; further: on the % scale 0 is the no-effect control and ±100 the full control effect
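Cytotoxicity counterscreen: CellTiter-Fluor fluorescence was measured in A549 ARE_Fluc cells after 18-24 h of compound exposure in a concentration series. The subsequent BugLite luminescent read reports ARE-luciferase activity.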
HepG2 viability = HepG2 cytotoxicity, counter-screen for TGF-b inhibitors | Potency, µM (series often up to 46.1 µM), for inactives: at the top dose activity change, negative = cytotoxicity, usual class: cytotoxic | HepG2 CAGA-GFP viability, ATP luminescence, 18 h | hit rate 0.76% among 410,000; further: some results filed as inactive show a strong effect at the top dose
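CellTiter-Glo luminescence gave cytotoxicity after 18 hours at 37 degrees C. The cells were HepG2 CAGA-GFP in 1% FBS DMEM, stimulated with 500 pg/mL TGF-beta after compound addition. %Activity was normalised to no-cell wells (complete cell-killing) and DMSO (no toxicity), and curves were fitted and classified.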
Nrf2 inh = blocks Nrf2 signaling; A549 ARE-Fluc reporter, luciferase luminescence, 18-24 h; Potency, µM (series often up to 46 µM), for inactives: top-dose activity change, negative = inhibition, usual class: inhibitors; hit rate 2.1% among 360,000; AID 504444; further: on the % scale 0 is the no-effect control and ±100 the full control effect; nearly all actives have a fitted effect of over 60% in size
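A549 ARE_Fluc cells, 5000/well, 5% FBS OPTI-MEM; compounds in dose-response, 18-24 h at 37 °C/5% CO2; CellTiter-Fluor viability read (Ex 405/Em 525), then BugLite luciferase luminescence = Nrf2 activity.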
TGFb inhibitor = blocks TGF-b signaling | HepG2 CAGA-GFP TGF-b/SMAD3 reporter, GFP fluorescence, 18 h; TGF-beta stimulated, 500 pg/mL final | Potency, µM (titrated, usually from 46.1 µM), without a hit: at the highest dose activity, negative = inhibition, most hits filed as inhibitors | hit rate 1.2% among 410,000; further: on the % scale 0 is the no-effect control and ±100 the full control effect; nearly all actives have a fitted effect of over 65% in size
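Smad-responsive CAGA-GFP expression was quantified in HEPG2 cells exposed to compounds and 500 pg/mL final TGF-beta for 18 h at 37 degrees C; unstimulated wells defined full inhibition.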
Nrf2 activator = Nrf2 pathway activation; AREc32 ARE-luciferase reporter (MCF7-derived line), luminescence, 24 h; Potency, µM (highest dose often 46.1 µM), for inactives: at the highest dose activation, usual class: activators; hit rate 0.31% among 410,000; AID 624171; further: % of control where 0% means no effect; nearly all actives have a fitted effect of over 65% in size
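AREc32_Fluc, 1000 cells/well, OPTI-MEM + 5% FBS, o/n 37 deg C 5% CO2; 23 nL cpd by pin tool, 24 hr; Steady-Glo 30 min RT, luminescence.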
ATXN2 expr inh = inhibitors of ATXN2 expression | HEK-293 ATXN2-luciferase reporter, luminescence, 24 h | Potency, µM (doses to about 57 µM), for the others: at the top dose activity change, negative = inhibition, actives largely listed as inhibitors | hit rate 0.72% among 360,000 | AID 1745845; further: on the % scale 0 is the no-effect control and ±100 the full control effect; nearly all actives have a fitted effect of over 55% in size
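ATXN2-luciferase reporter cells (luciferase flanked by upstream and downstream ATXN2 gene portions) were treated 24 h at 37 °C with compounds at up to 57 uM. SteadyGlo luminescence gave expression; GF-AFC fluorescence gave viability.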
MCF10A rerep = induces DNA re-replication in MCF 10a normal breast cells | hit rate 2.9% among 350,000 | MCF 10A DNA re-replication, Hoechst nuclear intensity, 48 h | Potency, µM (titrated, usually from 46.1 µM), for the others: top-dose activity, positive = re-replication, actives largely listed as activators; further: % of control where 0% means no effect; nearly all actives have a fitted effect of over 50% in size
S2 tox = cell viability loss in ATXN counter-screen | AID 651635 | hit rate 0.49% among 400,000 | Potency, µM (highest dose often 56.7 µM), most hits filed as cytotoxic | S2 cells (HEK-293 line with an ATXN2-luciferase reporter) viability, CellTiter-Fluor protease fluorescence, 24 h; further: nearly all actives have a fitted effect of over 40% in size
Active calls of the source: *; i = inactive; u = inconclusive; x = not tested or not shown; [ ] = remark or other dose. The call rests on the fitted dose curve; in most records, active means well fitted curve in the direction sought with a large enough effect; inconclusive means small, poorly fitted or top-dose-only effect, or another doubt; inactive means no such curve, though single readings can be large; an effect the other way counts as inactive or inconclusive. Potency means the concentration at half of the fitted maximal effect. This is a subset; the hit share may differ from the screen's.

SMILES | EPAC2 antag | A549 tox | HepG2 viability | Nrf2 inh | TGFb inhibitor | Nrf2 activator | ATXN2 expr inh | MCF10A rerep | S2 tox
Cc1cccc(-n2cc(-c3ccccc3)c3c(N4CCC(C)CC4)ncnc32)c1 | x | 14% | -26% | x | -17% | 0.6% | x | x | x
CC1(CCc2ccccc2)NC(=O)N(CC(=O)Nc2ccc(S(N)(=O)=O)cc2)C1=O (centres undefined) | 1% | -5% | 2% | 18% | u | 0.6% | 3% | 8% | i
OC(CNCc1ccncc1)c1ccccc1 (centres undefined) | 0% | 2% | 8% | 0% | 0% | -0.5% | -1% | -2% | i
N#Cc1ccc(NC(=O)CSc2n[nH]c(=O)n2C2CC2)cc1 | 1% | 0% | 2% | 12% | 2% | -0.9% | -1% | 7% | i
COc1ccccc1CNCC(=O)Nc1cc(S(=O)(=O)N2CCOCC2)ccc1Cl | -3% | -1% | 7% | -22% | 6% | 0.1% | 24% | 16% | i
O=C(/C=C/c1ccccc1)NC1CCSC1=O (centres undefined) | 12% | 9% | 8% | u | 0% | 2.3% | 29% | -7% | i
CS(=O)(=O)Nn1cnc2ccccc2c1=O | 6% | 13% | -53% | x | -17% | -0.3% | -6% | -3% | i
COc1ccc2nc(C)cc(N3CCOCC3)c2c1 | 12% | 0% | 5% | -22% | -16% | -0.9% | -7% | 1% | i
Fc1ccc(Oc2nnnn2-c2ccccc2)cc1 | 8% | 0% | -49% | 2% | 2% | 0.6% | -14% | -1% | i
Clc1ccc(COn2c(-c3ccc(Cl)cc3)nc3ccccc32)cc1 | -3% | -3% | -4% | -7% | -6% | -1.2% | -7% | 16µM* | u
CC(=O)C1C(c2ccc(Br)cc2)c2c(noc2C)CC1(C)O (centres undefined) | 4% | 0% | 12% | u | 25% | 0.0% | -5% | 3% | i
O=C(c1ccco1)N1CCN(C(=S)NCc2ccc(F)cc2)CC1 | 3% | -7% | -4% | 1% | -17% | 0.4% | 12% | -2% | i
CCOC(=O)c1sc(NC(=O)CCN2CCOCC2)c(C(=O)OCC)c1C | 1% | -5% | -53% | 6% | 0% | 6.1% | -1% | u | i
COc1ccc2ccc(Oc3ncccn3)cc2c1 | 8% | 0% | 0% | 18% | 5% | -0.5% | 23% | 3% | i
CNC(=O)C1CCN(C(=O)N2CC(C)Oc3ccc(Cl)cc32)CC1 (centres undefined) | x | -6% | -29% | 2% | -14% | -0.1% | x | x | x
CC1CCCCN1S(=O)(=O)c1cccc2cccnc12 (centres undefined) | -5% | -6% | -15% | 11% | -15% | -0.2% | 7% | 0% | i
O=C(NCc1ccc(F)cc1)c1c(O)c2cccc3c2n(c1=O)CCC3 | -8% | -2% | -2% | 1% | -1% | -0.2% | -8% | 16% | i
Cc1ccc2c(c1)cc(CN(Cc1cccnc1)C(=O)c1ccccc1)c1nnnn12 | 0% | -2% | -1% | -1% | -13% | -0.4% | 13%[11.3 µM] | 1% | i
CC(C)C[C@@H]1CN(CCCC[C@H]2CNC(=O)C(=O)N2CCC2CCCCC2)C(=O)C(=O)N1CCC1CCCCC1 | -4% | x | x | x | x | 0.1% | 8% | x | i
c1coc(CNc2ncnc3c2[nH]c2ccccc23)c1 | x | -3% | -53% | 16µM* | -26% | x | x | x | x
CCC(CC)C(=O)Nc1ccc(C(=O)Nc2cc(C)on2)cc1 | -2% | 0% | -1% | 27% | 9% | -0.9% | x | -7% | i
O=C(CSc1nc2cc(Cl)ccc2s1)c1ccco1 | 2% | 5%[1.84 µM] | 7% | u | -13% | u | 80%[activator] | u | i
COc1ccc(CNc2ncnc3c2cnn3-c2ccc(Cl)cc2)cc1 | x | 12% | -6% | x | -3% | 0.3% | 11% | x | i
FC(F)(F)c1cccc(CNC2c3ccccc3-c3ccccc32)c1 | -17% | 15% | 3% | -14% | -6% | 0.3% | 7% | u | i
CCCC(=O)C1=C(O)C(C(=O)OC)C(C)(C)CC1=Nc1ccc(N)cc1 (centres undefined) | -6% | 0% | 4% | 5% | 13% | -0.4% | -2% | -1% | i
(further entries)
SMILES | EPAC2 antag | A549 tox | HepG2 viability | Nrf2 inh | TGFb inhibitor | Nrf2 activator | ATXN2 expr inh | MCF10A rerep | S2 tox
Cc1ccc(NC(=O)CS(=O)CC(=O)N2CCN(C3CCCC3)CC2)cc1 (centres undefined) | 2% | -5% | 2% | 4% | 10% | 0.3% | 11% | 0% | i
CCCc1ccc(Oc2cc(NN3CCCCC3)c([N+](=O)[O-])cc2[N+](=O)[O-])cc1 | 3% | 1% | -15% | -22% | -5% | 3.3% | 9% | u | i
CC(C)(C)C(=O)Cn1c(=O)n(-c2ccc(F)cc2F)c(=O)c2sccc21 | -2% | 0% | 24% | 8% | -1% | -0.1% | x | -2% | u
Nc1ccccc1Nc1cc(-c2ccccc2)nn1-c1cccc(Cl)c1 | 0% | 1% | -17% | -12% | -2% | 0.3% | -8% | u | i
COc1ccc(S(=O)(=O)N2CCN(C)CC2)cc1 | 12% | 0% | -37% | -6% | -3% | -0.4% | -18% | 5% | i
COc1ccccc1CNc1ncnc2c1c(-c1ccccc1)cn2-c1cccc(C)c1 | x | 14% | -26% | x | -9% | 3.6% | x | x | x
CN(C(=O)c1nc(-c2ccccc2)n(-c2ccccc2)n1)C1CCS(=O)(=O)C1 (centres undefined) | 2% | -5% | 2% | 3% | 3% | -0.7% | 2% | 1% | i
O=C(c1ccccc1)c1cccc(NC(=O)c2ccco2)c1 | 3% | -7% | 4% | 7% | 8% | 6.3% | 73%[activator] | -2% | i
COc1ccccc1Nc1nc(N)nc(CSc2nncn2C)n1 | -3% | 5% | -7% | 13% | 12% | 0.5% | 5% | 0% | i
COCCN(C(=S)Nc1cccc(C)c1C)C(C)c1ccco1 (centres undefined) | 3% | -14% | 2% | -17% | 2% | -0.5% | -6% | 8% | i
CC(C)[C@H](NC(=O)c1ccccc1)C(=O)OCc1nc2scc(-c3ccccc3)c2c(=O)[nH]1 | -1% | -2% | 1% | -13% | -9% | 0.4% | -4% | 1% | i
Cc1ccnn1CC(=O)N/N=C/c1cn[nH]c1-c1ccc(F)cc1 | 13% | 0% | -6% | 6% | 7% | 0.5% | x | -3% | i
COc1ccc2nc(NC3=NC(c4ccccc4)CC(=O)N3)nc(C)c2c1 (centres undefined) | 1% | 0% | -38% | -9% | -27% | 0.1% | -13% | 0% | i
CCOC(=O)c1c(NC(=O)c2nn(CC)cc2Br)c(C#N)cn1-c1ccccc1 | -2% | -7% | -4% | u | u | -0.5% | 0% | 6% | i
CN(NS(C)(=O)=O)c1ncc(C(F)(F)F)cc1Cl | 15% | 1% | -5% | 5% | -1% | -1.0% | 3% | -7% | i
Cc1ccc(C(=O)CSc2nnc(-c3ccco3)n2C)cc1 | 2% | 3% | -4% | 3% | -9% | 3.8% | 16% | u | i
Cc1ccc(C2=NN(C(=O)COc3ncnc4ccccc34)C(c3ccco3)C2)cc1 (centres undefined) | 3% | -1% | 19% | 5% | -12% | -0.1% | 8% | 13% | u
COc1ccc2[nH]c(=O)c(CN(C(=O)c3ccncc3)C(C)(C)C)cc2c1 | 7% | -3% | -1% | 19% | -1% | 2.3% | 11% | 1% | i
O=C(COc1ccc(Br)cc1Br)NC1CCS(=O)(=O)C1 (centres undefined) | 12% | -10% | -4% | 6% | 11% | 0.6% | 0% | 10% | i
Cc1ccc(NC(=O)CN(C)C(=O)COC(=O)CCS(=O)(=O)c2ccc(C)cc2)cc1 | -7% | -5% | 0% | 5% | 2% | -0.9% | 0% | -4% | u
O=C(CC1CS(=O)(=O)CC1CC(=O)Nc1ccc2c(c1)OCCO2)Nc1ccc2c(c1)OCCO2 (centres undefined) | 3% | 2% | -12% | u | -14% | 0.5% | u | -2% | i
Cc1cc(C)n2nc(-c3sccc3-n3c(C)ccc3C)cc2n1 | 2% | -1% | 2% | u | u | 21% | 27% | 15% | i
Cc1nc(NC(=O)Nc2ccc(Cl)cc2)sc1C | -9% | 9% | 0% | u | 4% | 9.0% | 76%[activator] | -30%[inhibitor] | i

Reformatted: results already given
smiles	EPAC2 antag	A549 tox	HepG2 viability	Nrf2 inh	TGFb inhibitor	Nrf2 activator	ATXN2 expr inh	MCF10A rerep	S2 tox
CC(C)(C)C(=O)Cn1c(=O)n(-c2ccc(F)cc2F)c(=O)c2sccc21	-2%	0%	24%	8%	-1%	-0.1%	x	-2%	u
COc1ccc2nc(NC3=NC(c4ccccc4)CC(=O)N3)nc(C)c2c1 (centres undefined)	1%	0%	-38%	-9%	-27%	0.1%	-13%	0%	i
CN(C(=O)c1nc(-c2ccccc2)n(-c2ccccc2)n1)C1CCS(=O)(=O)C1 (centres undefined)	2%	-5%	2%	3%	3%	-0.7%	2%	1%	i
COc1ccc2[nH]c(=O)c(CN(C(=O)c3ccncc3)C(C)(C)C)cc2c1	7%	-3%	-1%	19%	-1%	2.3%	11%	1%	i
COCCN(C(=S)Nc1cccc(C)c1C)C(C)c1ccco1 (centres undefined)	3%	-14%	2%	-17%	2%	-0.5%	-6%	8%	i
Cc1ccc(NC(=O)CS(=O)CC(=O)N2CCN(C3CCCC3)CC2)cc1 (centres undefined)	2%	-5%	2%	4%	10%	0.3%	11%	0%	i
Nc1ccccc1Nc1cc(-c2ccccc2)nn1-c1cccc(Cl)c1	0%	1%	-17%	-12%	-2%	0.3%	-8%	u	i
